Bioassay records deposited in PubChem BioAssay by National Center for Advancing Translational Sciences (NCATS).
aSyn yeast inh = alpha-synuclein toxicity inhibition in yeast | Yeast expressing alpha-synuclein, growth rescue, BacTiter-Glo, 24 h | Potency, µM (doses to about 46.1 µM), without a hit: top-dose growth rescue (activation), most hits filed as activators | 0.14% of 370,000 active | AID 652106; also: potency is read from the fitted curve at half-maximal effect; % of control where 0% means no effect; nearly all actives have a fitted effect of over 65% in size
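Screening used galactose-induced yeast with toxic alpha-synuclein levels, exposed to compound for 24 hr at 30 deg C. Cell growth, read with BacTiter-Glo luminescence, gave the measured signal.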
EPAC2 agonist = agonists of human EPAC2 (RAPGEF4) | Q8WZA2 | EPAC2 activation, biochemical qHTS; response scale: 100% = 6.5 mM cAMP response | Potency, µM (highest dose often 154 µM), for the others: at the highest dose activation, usual class: activators | 0.079% of 360,000 active | AID 720711; also: potency is read from the fitted curve at half-maximal effect; nearly all actives have a fitted effect of over 50% in size
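Fluorescence exchange assay: 100 nM EPAC2 with 250 nM RAP1B-BODIPY-GDP and 50 uM GDP; compounds tested as a concentration-titration series (qHTS). Loss of Rap1-bound BODIPY-GDP fluorescence read at 480/540 nm; data normalized to 6.5 mM cAMP.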
EPAC2 antagonist = blocks human EPAC2 exchange factor | EPAC2 GEF exchange of Rap1B-BODIPY-GDP, fluorescence | Potency, µM (series often up to 114 µM), without a hit: top-dose activity, negative = inhibition, usual class: inhibitors | 0.18% of 360,000 active; also: potency is read from the fitted curve at half-maximal effect; % is scaled to controls: 0 for no effect and ±100 for the full control effect; nearly all actives have a fitted effect of over 45% in size; many of its hits are not listed in these tables
D3 ag = activates the human D3 dopamine receptor | 0.58% of 410,000 active | P35462 | max activation, % | D3R DiscoveRx beta-arrestin cells, luminescence, 90 min; in the data active = max activation above about 30%; also: 0% is about no effect; mostly tested at two doses, the higher about 12 µM
Target sequence (P35462 whole entry, looked up): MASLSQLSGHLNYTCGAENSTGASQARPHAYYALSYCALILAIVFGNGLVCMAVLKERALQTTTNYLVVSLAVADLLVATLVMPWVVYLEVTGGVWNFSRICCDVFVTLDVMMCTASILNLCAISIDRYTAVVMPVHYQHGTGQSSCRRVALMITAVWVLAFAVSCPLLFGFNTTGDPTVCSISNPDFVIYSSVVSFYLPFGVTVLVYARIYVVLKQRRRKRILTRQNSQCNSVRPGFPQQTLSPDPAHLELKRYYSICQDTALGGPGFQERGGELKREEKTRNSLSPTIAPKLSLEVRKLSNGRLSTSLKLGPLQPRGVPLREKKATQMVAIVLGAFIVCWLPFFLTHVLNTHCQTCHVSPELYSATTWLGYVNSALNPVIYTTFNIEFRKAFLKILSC
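Agonist mode: compounds and dopamine controls were applied to plated cells for 90 min at 37 degrees C after an overnight attachment at 1500 cells/well. Luminescent read-out followed 30 - 60 minutes at room temperature with DiscoveRx detection reagent.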
Abeta rescue = restores growth of yeast expressing A-beta42 peptide | Potency, µM (doses to about 46.1 µM), for inactives: at the highest dose growth rescue, most hits filed as activators | yeast expressing A-beta42, growth rescue, OD600, 48 h; response scale: 0% DMSO, 100% iron-clioquinol control | 0.063% of 410,000 active | AID 1347071; also: potency is read from the fitted curve at half-maximal effect; nearly all actives have a fitted effect of over 55% in size
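Yeast A-beta toxicity model in growth medium with pinned compounds, 48 h at 30 C; growth read as absorbance at 600 nm. Normalized to FeCl3/clioquinol equimolar mix (positive) and DMSO (negative).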
TDP-43 yeast inh = rescues yeast growth from TDP-43 toxicity. 1.8% of 410,000 active. Potency, µM (doses to about 46.1 µM), inactives show at the top dose growth rescue (activation), most hits filed as activators. TDP-43 expressing yeast growth rescue, BacTiter-Glo, 24 h. AID 652104; also: potency is read from the fitted curve at half-maximal effect; % of control where 0% means no effect; nearly all actives have a fitted effect of over 50% in size
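Growth rescue of TDP-43-toxic yeast measured as ATP luminescence (BacTiter-Glo). Cells grown to mid-log in raffinose, induced in galactose at OD600=0.02, exposed to compound 24 hr at 30 deg C.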
D3 antag = D3 dopamine receptor (human) antagonism | P35462 | D3R cells, DiscoveRx beta-arrestin luminescence, antagonist mode; active compounds read low | max response, negative = inhibition, % | 2.5% of 360,000 active | AID 652054; in the data active = max response below about -50%; inconclusive = no clear call, values can overlap the other calls; also: % is scaled to controls: 0 for no effect and ±100 for the full control effect; mostly tested at two doses, the higher about 12 µM
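Cells expressing the human receptor were seeded at 1500 cells/well, incubated overnight at 37 degrees C in 5% CO2, then exposed to library compounds with dopamine controls for 90 minutes at 37 degrees C before luminescent detection.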
FUS yeast rescue = rescues growth of FUS-expressing yeast; S. cerevisiae FUS-expressing, growth rescue, OD600, 24 h; Potency, µM (top dose mostly 76.6 µM), for the others: top-dose growth rescue (activation), usual class: activators; 0.24% of 390,000 active;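 also: potency is read from the fitted curve at half-maximal effect; plate controls were DMSO vehicle for no effect and reference control for full effect; nearly all actives have a fitted effect of over 55% in size; some results filed as inactive show a strong effect at the top dose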
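FUS-expressing yeast, raffinose-pregrown, induced in 2% galactose minimal medium at OD 0.005; compounds in a dilution series, 24hr at 30C. Growth restoration read as absorbance at 600 nm. CP55940 positive control, DMSO negative.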
* hit, by the source's call; ? = inconclusive; · = no result given; [ ] = dose if it differs, or a comment. Unless noted, calls follow the shape of the dose curve; as a rule, active = well fitted curve in the direction sought with a large enough effect; inconclusive = small, poorly fitted or top-dose-only effect, or another doubt; inactive = no such curve, though single readings can be large; an effect the other way counts as inactive or inconclusive.

item	structure	aSyn yeast inh	EPAC2 agonist	EPAC2 antagonist	D3 ag
1	CNc1cnc(-c2ccc(C(=O)N3CCOCC3)cc2)cn1	2%	-2%	3%	10
2	CC1CCN(S(=O)(=O)c2ccc3ncn(CC(=O)N(C)Cc4ccccc4)c(=O)c3c2)CC1	4%	-13%	4%	4
3	CCCOC(=O)c1ccc(NC(=O)c2ccccc2OC)cc1	-1%	19%	-15%	7
4	Cc1ccc(C(=O)NCCN2CCOCC2)c(Cl)c1	-13%	8%	-3%	-7
5	CCN1C(=O)[C@H]2[C@@H](c3ccc(-c4ccc(OC)cc4)cc3)N[C@@](Cc3ccccc3)(C(=O)OC)[C@H]2C1=O	-3%	11%	?	-9
6	CCOc1ccc(/C=N/NC(=O)c2cc(-c3ccccc3)nc3ccccc23)cc1O	-7%	19%	5%	5
7	CN(C(=O)c1ccc2c(c1)OCO2)C1CCS(=O)(=O)C1 (stereo not given)	0%	-7%	-3%	7
8	Cc1[nH]nc(C(F)(F)F)c1N=NN1CCOCC1	-45%[inhibitor]	4%	-3%	2
9	CNC(=O)/C(=C/c1ccc2c(c1)OCO2)NC(=O)c1ccc(Br)cc1	-7%	1%	-2%	3
10	COc1ccccc1N1CCN(C(=O)CCc2nnc3ccc(N4CCC(C)CC4)nn23)CC1	-6%	1%	-9%	2
11	CCOc1cc(NC(=O)c2ccccn2)c(OCC)cc1NC(=O)c1ccc(C)cc1	2%	-8%	-9%	-1
12	O=C(COc1ccccc1Cl)NNC(=O)c1ccc2c(=O)n3c(nc2c1)CCC3	-5%	9%	-2%	-5

item	Abeta rescue	TDP-43 yeast inh	D3 antag	FUS yeast rescue
1	4%	21%	20	-30%
2	-4%	3%	0	30%
3	-16%	16%	8	29%
4	2%	15%	-11	-21%
5	-1%	11%	?	-2%
6	-13%	1%	9	24%
7	-12%	-13%	42	4%
8	-72%[inhibitor]	-72%[inhibitor]	0	·
9	-5%	16%	2	·
10	-7%	2%	58	30%
11	2%	14%	37	-1%
12	-8%	3%	-11	-1%

Screen by screen, quoted from above.
Entries 5–10 in TDP-43 yeast inh, in turn: 11%, 1%, -13%, -72%[inhibitor], 16%, 2%
Entries 5–10 in EPAC2 agonist, in turn: 11%, 19%, -7%, 4%, 1%, 1%
Entries 5–10 in FUS yeast rescue, in turn: -2%, 24%, 4%, ·, ·, 30%

In the list so far, these contain a Cl atom.
item	structure	aSyn yeast inh	EPAC2 agonist	EPAC2 antagonist	D3 ag
4	Cc1ccc(C(=O)NCCN2CCOCC2)c(Cl)c1	-13%	8%	-3%	-7
12	O=C(COc1ccccc1Cl)NNC(=O)c1ccc2c(=O)n3c(nc2c1)CCC3	-5%	9%	-2%	-5

item	Abeta rescue	TDP-43 yeast inh	D3 antag	FUS yeast rescue
4	2%	15%	-11	-21%
12	-8%	3%	-11	-1%

New compounds follow.
item	structure	aSyn yeast inh	EPAC2 agonist	EPAC2 antagonist	D3 ag
13	Cc1ccc(-c2ccc(CCC(=O)O)n2NC(=O)c2ccc([N+](=O)[O-])cc2)cc1	5%	8%	2%	-6
14	O=[N+]([O-])c1cc(C(F)(F)F)ccc1NCCc1ccncc1	-2%	2%	-9%	4
15	COc1ccc(C2C(C(C)=O)=C(O)C(=O)N2c2ccc(Br)cc2)cc1 (stereo not given)	11%	1%	-5%	-5
16	O=C1c2cccc3c([N+](=O)[O-])c(O)cc(c23)C(=O)N1Nc1ccccc1	-76%[inhibitor]	-8%	-19%	-2
17	Cc1ccc(N2C(=O)N(CC(=O)Nc3ccc(C)cc3[N+](=O)[O-])C(=O)C2C)cc1 (stereo not given)	-7%	-1%	-2%	-8
18	CC(=O)c1c(C)oc2ccc(NS(=O)(=O)c3ccc(O)c(C(=O)O)c3)cc12	-1%	-7%	-2%	-1
19	CN(CCN1CCOCC1)C(=O)CC1C(=O)NCCN1Cc1ccccc1C(F)(F)F (stereo not given)	-2%	-4%	15%	-14
20	CCOC(=O)C1=C[C@@H](C(C)(C)C)N(S(=O)(=O)c2ccc(C)cc2)[C@H]1c1cccc2ccccc12	4%	2%	-9%	4
21	Nc1nc(Nc2ccccc2)sc1C(=O)c1ccccc1	10%	4%	-17%	-6
22	COc1ccc(CN(C)C(=O)c2ccc(NS(=O)(=O)c3ccc4[nH]c(=O)[nH]c4c3)cc2)c(OC)c1	7%	-5%	-5%	5
23	COc1ccc(CCNC(=O)Cc2ccc3c(c2)OCO3)cc1OC	-3%	13%	-5%	9
24	COC(=O)C1CCN(c2csc3ccc(Cl)cc3c2=O)CC1	·	·	·	11

item	Abeta rescue	TDP-43 yeast inh	D3 antag	FUS yeast rescue
13	18%	4%	6	21%
14	-32%[inhibitor]	-4%	-15	17%
15	-27%	-13%	9	24%
16	-15%	17%[9.22 µM]	-28	26%
17	-10%	4%	-6	8%
18	-4%	-7%	-1	24%
19	-9%	-1%	16	6%
20	2%	18%	37	?
21	-79%[inhibitor]	?	-3	41%
22	6%	-4%	5	8%
23	-6%	-11%	-2	18%
24	-27%	?	·	11%

Next part.
item	structure	aSyn yeast inh	EPAC2 agonist	EPAC2 antagonist	D3 ag
25	O=S(=O)(ON(c1ccccc1)S(=O)(=O)c1ccccc1)c1ccccc1	13%	21%	-11%	-3
26	CC(NC(=O)c1cc([N+](=O)[O-])cc([N+](=O)[O-])c1)C1CC2CCC1C2 (stereo not given)	-3%	13%	-6%	-3
27	O=C(Nc1cccc(C(=O)N2CCCC2)c1)C1CCCCC1	-8%	5%	-3%	9
28	O=c1c2ccccc2sn1-c1cc(S(=O)(=O)N2CCOCC2)ccc1N1CCCC1	-5%	7%	-3%	-31
29	CCNC(=O)C1(C)CCN(C(=O)c2ccc(F)cc2Cl)C1 (stereo not given)	0%	0%	9%	1
30	CSc1ccc(CCNc2ncnc3onc(-c4ccc(Cl)cc4)c23)cc1	·	·	·	-5
31	COc1cc(C(=O)Nc2ccncc2)c([N+](=O)[O-])cc1OC	?	4%	-1%	-5
32	COc1ccc(S(=O)(=O)N2CCCC(C(=O)NCC3CCCO3)C2)cc1OC (stereo not given)	-1%	3%	6%	2
33	O=C(Cc1ccc(Br)cc1)Nc1cccc(-c2cn3c(n2)SCC3)c1	3%	-4%	-5%	2
34	O=C(Cc1cccs1)N1CCN(S(=O)(=O)c2ccc(F)c(F)c2)CC1	-4%	6%	1%	1
35	CC(C)C[C@H](NC(=O)c1[nH]cnc1C(=O)Nc1ccccc1F)C(=O)OC(C)(C)C	12%	-11%	?	-6
36	Cc1nn(C)c(C)c1NC(=O)c1ccc(Br)o1	-1%	14%	-9%	-20

item	Abeta rescue	TDP-43 yeast inh	D3 antag	FUS yeast rescue
25	-34%[inhibitor]	23%	-14	·
26	?	20%	3	?
27	2%	19%	-1	-8%
28	-8%	-9%	-23	40%
29	-5%	0%	8	-25%
30	-10%	?	·	21%
31	-9%	-3%	0	10%
32	-10%	7%	5	15%
33	20%	23%	16	19%
34	10%	14%	-5	-5%
35	1%	?	-14	38%
36	-8%	-15%	-18	9%

Further entries.
item	structure	aSyn yeast inh	EPAC2 agonist	EPAC2 antagonist	D3 ag
37	CC(C)CC1C(=O)N(Cc2cn(CC3CCCCC3)nn2)CCS(=O)(=O)N1Cc1ccc(-c2ccc(Cl)c(Cl)c2)cc1 (stereo not given)	28%	6%	7%	1
38	CCn1nc(CC(=O)Nc2nnc(CC(=O)N3CCCCC3)s2)c2ccccc2c1=O	4%	6%	9%	-2
39	Cc1cc(/C=N/NC(=O)c2ccc(CN3CCOCC3)cc2)c(C)n1-c1ccccc1	4%	-1%	-4%	0
40	COC(=O)[C@]1(C)N[C@H](CN(C)S(=O)(=O)c2ccc(C)cc2)[C@@H]2C(=O)N(Cc3ccccc3)C(=O)[C@@H]21	10%	5%	-5%	-15
41	COc1ccc(Br)cc1CN1CCN(C(=O)c2ccc(F)cc2)CC1	-7%	1%	-13%	-18
42	COc1ccccc1CNC(=O)CCC(=O)N1CCOc2ccc(C)cc21	-3%	19%	-7%	-3
43	COc1cc(OC)cc(C(=O)Nc2cc(-c3nc4ccccc4s3)ccc2OC)c1	·	·	·	3
44	Cc1ccc(C(=O)N2CCCC(c3ccc(Cl)cc3)=N2)cc1	11%	2%	-13%	18
45	Cc1cc(C(=O)N/N=C/c2cccn2C)n[nH]1	1%	-3%	2%	-12
46	Cc1c(C(=O)Oc2cccc3cccnc23)cccc1[N+](=O)[O-]	-8%	8%	-23%	-9
47	COC(=O)CN1C(=O)[C@H]2[C@@H](c3ccc(C)o3)N3C(=O)CN(CC4CC4)C(=O)[C@@]3(C)[C@H]2C1=O	-6%	-14%	-10%	-14
48	Cc1nnc(SCC(=O)Nc2nc(-c3ccc(F)cc3)cs2)[nH]c1=O	1%	1%	-20%	2

item	Abeta rescue	TDP-43 yeast inh	D3 antag	FUS yeast rescue
37	11%	19%	2	32%
38	6%	25%	-9	18%
39	?	-11%	-15	8%
40	4%	8%	4	23%
41	-13%	14%	?	18%
42	-4%	25%	-21	3%
43	-7%	13%	·	-19%
44	-12%	-4%	13	43%
45	-12%	-13%	-10	4%
46	-19%	?	?	6%
47	-15%	-1%	-13	20%
48	7%	10%	22	12%

Full records, quoted from the list. Screens in order: aSyn yeast inh	EPAC2 agonist	EPAC2 antagonist	D3 ag	Abeta rescue	TDP-43 yeast inh	D3 antag	FUS yeast rescue
`COc1ccc(Br)cc1CN1CCN(C(=O)c2ccc(F)cc2)CC1` across the screens: -7%	1%	-13%	-18	-13%	14%	?	18%
`COc1cc(OC)cc(C(=O)Nc2cc(-c3nc4ccccc4s3)ccc2OC)c1` across the screens: ·	·	·	3	-7%	13%	·	-19%

An excerpt. The share of hits here may be higher or lower than overall.
